# Screening data as filed in PubChem.
# Cav32 inh: Cav3.2 calcium influx blockers – cell-based, Fluo-4 calcium fluorescence, FDSS, MLSMR library, primary screen; Voltage-dependent T-type calcium channel subunit alpha-1H (Homo sapiens), O95180; Cav3.2-expressing cells; hits give low values; B-score at 10 µM; hit rate 4% among 100,000; AID 449739, 2010;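 active = single-dose well whose peak fluorescence ratio is a statistical outlier from its plate by either plate-standardised score or position-corrected B-score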
# * marks the source's active call; other numbers are inactive results.
Cav32 inh	canonical_smiles
0.552	Cc1ccc(OC(C)C(=O)Nc2ccc(S(=O)(=O)Nc3cc(C)on3)cc2)cc1 (stereo not given)
1.26	CCOC(=O)CNC(=O)CNC(=O)c1ccc(OCC(C)C)cc1
0.187	CCCC1=C(C(=O)OCC)C(c2ccc(NC(C)=O)cc2)NC(=O)N1 (stereo not given)
-0.315	CN(C)S(=O)(=O)c1ccc2c(c1)c(=O)c(C(=O)NCCCN1CCCCCC1)cn2C
0.0221	O=C(Nc1ccncc1)c1ccc2c(c1)OCCO2
1.97	CC1CN(C2CCCCC2)c2nc3c(c(=O)[nH]c(=O)n3C)n2C1 (stereo not given)
0.041	O=C(Nc1ccon1)c1csc2c1CCCC2
0.233	COc1cccc(NC(=O)CCCn2c(=O)[nH]c3ccccc3c2=O)c1
-0.0443	Cc1occc1-c1nnc(SCC(=O)Nc2nc(C(C)(C)C)cs2)o1
-2.27	COC(=O)c1sc(N)c(C(=O)OC)c1COC(=O)c1c(C)noc1C
-1.58	CCc1nnc(NC(=O)c2cccc(S(=O)(=O)N3CC(c4ccccc4)CC3=O)c2)s1 (stereo not given)
-0.0291	CCOc1ccc(N(C(C)=O)C2C=CS(=O)(=O)C2)cc1 (stereo not given)
1.1	COCc1cc(C)nc(N2CCN(Cc3ccccc3)CC2)c1C#N
-3.53	CCN(CC)CCN(C)Cc1ccc(Br)cc1
-0.0392	COCCCNC(=O)Cn1cc(C(C)=O)c2ccccc21
-0.0385	CCc1ccc(CCC(=O)Nc2nccs2)o1
-2.34	CCOc1ccccc1NC(=O)CSc1nnnn1-c1ccccc1
0.22	CCc1ccc(-n2c(SCC(=O)Nc3cc(C)[nH]n3)nc3[nH]ncc3c2=O)cc1
1.66	O=C(CN(c1ccc(F)cc1)S(=O)(=O)c1ccc2c(c1)OCCO2)NCc1ccncc1
0.638	CCC(C)NC(=O)N[C@@H](CCSC)C(=O)O (stereo not given in full)

# Reformatted as labelled records: entries from further up
CCc1ccc(CCC(=O)Nc2nccs2)o1
  Cav32 inh: -0.0385

CCOc1ccccc1NC(=O)CSc1nnnn1-c1ccccc1
  Cav32 inh: -2.34

CCc1ccc(-n2c(SCC(=O)Nc3cc(C)[nH]n3)nc3[nH]ncc3c2=O)cc1
  Cav32 inh: 0.22

O=C(CN(c1ccc(F)cc1)S(=O)(=O)c1ccc2c(c1)OCCO2)NCc1ccncc1
  Cav32 inh: 1.66

# Next section.
Cav32 inh	canonical_smiles
-0.658	Cc1ccc(-c2nc3c(=O)n(C)c4ccccc4c3o2)cc1
-0.327	O=C(NC1CCS(=O)(=O)C1)N1CCCCC1 (stereo not given)
0.0902	CCNS(=O)(=O)c1cc(Br)ccc1OC
-2.59	COc1ccc(N(CC(=O)Nc2ccc3c(c2)OCO3)S(=O)(=O)c2ccccc2)c(OC)c1
0.536	COc1ccccc1N(C(=O)CNC(=O)c1ccco1)C(C(=O)NC1CCCC1)c1ccncc1 (stereo not given)
0.158	CCCCOc1ccccc1Cn1c(=O)oc2ccccc21
0.139	CCOc1cc2c(cc1OCC)C(C(=O)O)C(c1cc(OC)c(OC)c(OC)c1)N(C)C2=O (stereo not given)
0.29	Cc1cc(C)n(-c2ncnc3sc(C)c(C)c23)n1
-1.16	COc1ccc(CNC(=O)C(c2ccncc2)N(C(=O)Cc2cccs2)c2cccc(C)c2)cc1 (stereo not given)
-1.23	CCCCN(C(=O)NC(=O)Nc1ccccc1C)S(C)(=O)=O
0.538	O=S(=O)(Cc1ccccc1)c1ccccc1-c1nnc(-c2ccccc2)o1
-0.347	CCN(CC)c1ncnc2scc(C3COc4ccccc4O3)c12 (stereo not given)
-0.132	C=CCN(C(=O)CNC(=O)c1ccco1)C(C(=O)NC1CCCCC1)c1ccccc1F (stereo not given)
0.269	O=C(COC(=O)C1COc2ccccc2O1)NC(=O)Nc1ccc2c(c1)OCCO2 (stereo not given)
-2.41	O=C(Nc1ccn(Cc2c(F)c(F)cc(F)c2F)n1)c1cccc(Cn2cc([N+](=O)[O-])cn2)c1
0.0278	O=C1CCC(/C=C/c2ccccc2)=NN1Cc1ccc(Cl)c(Cl)c1
0.0835	COc1cc(OC)c(C2=NOC(C(=O)NCCc3ccccc3)C2)cc1Cl (stereo not given)
0.541	CCOC(=O)CNc1nc(C#N)nc(N2CCOCC2)n1
-0.0389	CCc1sc(C(=O)Nc2ccsc2C(=O)OC)cc1Br
-2.47	Cc1ccccc1Nc1cc2ccccc2c(=O)[nH]1
-0.305	CCN(CC)C(=O)CN(c1ccc(C)cc1)S(=O)(=O)c1ccc(SC)cc1
-0.272	COc1ccccc1OCCSc1nc2ccccc2c(=O)[nH]1
-1.24	Cn1c(=O)oc2cc(S(=O)(=O)NCCC(=O)NCCc3ccc(Cl)cc3)ccc21
-0.184	N/C(CN1CCCC1=O)=N\O
0.0865	CSc1sc(C(=O)O)c2c1C(=O)CC(C)(C)C2
0.00658	O=C(Nc1ccc(F)cc1)c1cn(-c2ccccc2)nc1-c1ccncc1
-0.76	O=C(Cn1c(C(=O)NCC2CCCO2)cc2sccc21)c1ccccc1 (stereo not given)
-0.314	CC1(OC(=O)C2CCCC2)C(=O)C=C2C=C(c3ccc(C#N)cc3)OC=C2C1=O (stereo not given)
0.267	CCOC(=O)c1sc2ncnc(NCC(c3cccs3)N(C)C)c2c1C (stereo not given)
-9.53*	CN(C)S(=O)(=O)N(CC(=O)Nc1ccc2ccccc2c1)c1ccccc1
-0.000204	CSc1ncc(Cl)c(C(=O)NCc2ccc3c(c2)OCO3)n1
0.856	COc1ccc(OCC(=O)Nc2cc(-c3nn(C)c(=O)c4ccccc34)ccc2OC)cc1
0.275	CC1(C)C(=O)Nc2ccccc2N1C(=O)COC(=O)CCSc1ccccc1
0.0477	O=C(CSC1=NCCN1)NC12CC3CC(CC(C3)C1)C2
1.05	O=c1cccc(-c2ccc(Br)cc2)o1
0.613	O=C(NCC1CCCO1)c1nc2c(nnn2Cc2ccc(F)cc2)c(=O)[nH]1 (stereo not given)
0.913	CC1(C)CC(=O)C(C=Nc2ccc3[nH]ncc3c2)=C(O)C1
-0.75	O=C(Cc1ccccc1)N/N=C/c1ccccc1OCc1ccc(Cl)cc1
1.17	COC(=O)CCCC1=CC2=CC(=O)C(C)(OC(=O)c3cccs3)C(=O)C2=CN1CC1CC1 (stereo not given)
0.25	CC(C)C[C@H](NC(=O)Nc1cccc(C(F)(F)F)c1)C(=O)O

# Next part; it opens with the 7 that closed the last part.
Cav32 inh	canonical_smiles
0.0477	O=C(CSC1=NCCN1)NC12CC3CC(CC(C3)C1)C2
1.05	O=c1cccc(-c2ccc(Br)cc2)o1
0.613	O=C(NCC1CCCO1)c1nc2c(nnn2Cc2ccc(F)cc2)c(=O)[nH]1 (stereo not given)
0.913	CC1(C)CC(=O)C(C=Nc2ccc3[nH]ncc3c2)=C(O)C1
-0.75	O=C(Cc1ccccc1)N/N=C/c1ccccc1OCc1ccc(Cl)cc1
1.17	COC(=O)CCCC1=CC2=CC(=O)C(C)(OC(=O)c3cccs3)C(=O)C2=CN1CC1CC1 (stereo not given)
0.25	CC(C)C[C@H](NC(=O)Nc1cccc(C(F)(F)F)c1)C(=O)O
-0.117	COc1cccc(OC)c1OCCN(C)C
0.0903	COc1ccc(OC)c(C(=O)CN2C(=O)NC(C)(c3ccccc3)C2=O)c1 (stereo not given)
-0.458	Cc1ccc2cc(CCNC(=O)c3ccc4c(c3)OCO4)c(=O)[nH]c2c1C
0.117	CC(=O)c1ccc(OC(=O)C(CCS(C)(=O)=O)N2C(=O)c3ccccc3C2=O)cc1 (stereo not given)
0.177	Cc1oc(-c2cccc(Cl)c2)nc1CSCC(=O)O
-4.14*	CCOC(=O)c1cnc(-n2nc(C)cc2C)nc1NCCc1ccccc1
0.537	CCOC(=O)c1c(C)c(C(=O)Nc2ccc(N(C)C)cc2)c(C)n1CC
1.09	C/C=C/C(=O)OCC(=O)Nc1nc2ccc(C)cc2s1
1.12	Cc1ccc(CNC(N)=S)cc1
1.78	CCOC(=O)c1ccccc1NC(=O)CSc1nnc(C(C)C)n1CC
-0.488	Cc1occc1C(=O)NNC(=O)Cc1ccccc1
0.867	O=S1(=O)N=CN(Cc2cccc(F)c2)c2ccccc21
-1.23	COc1ccccc1C(=O)O/N=C(/C)c1ccc(N2C(=O)C3CCCCC3C2=O)cc1 (stereo not given)
-2.73	O=C(Cn1c(=O)sc2ccccc21)Nc1ccc(S(=O)(=O)N2CCCC2)cc1
-0.276	COc1ccc2cc3cc(C(=O)N4CCN(c5ccccc5)CC4)oc3nc2c1
-1.47	COC(=O)c1cc2ccsc2n1CC(=O)Nc1cc(C)cc(C)c1
-0.0129	O=C(Nc1ccc(-c2nc3c(ccc4ccccc43)o2)cc1)c1ccco1
-0.144	Cc1ccc(NC(=O)c2cc(-c3ccco3)on2)cc1
0.371	O=C(COC(=O)c1ccccc1Cl)Nc1nccs1
2.05	Cc1ccccc1-n1c(SC/C(O)=C(\C#N)c2nc3ccccc3[nH]2)nnc1-c1ccncc1
-2.1	CCn1c2ccccc2c2cc(Nc3cc(C)nc4ncnn34)ccc21
0.556	Cc1ccccc1CSCCNS(C)(=O)=O
0.607	O=C(CCC1(C(=O)O)CCC(=O)NC1)NCc1ccccc1 (stereo not given)
1.04	CN(C)C(/C=C/Nc1ccccc1F)=C(C#N)C#N
3.36	Cc1ccccc1NC(=O)CN1C(=O)S/C(=C\c2cccn2-c2cccc(C(=O)O)c2)C1=O
-0.561	O=c1[nH]c(CN2CCN(c3ccccc3Cl)CC2)nc2ccsc12
-0.0137	Cc1ccnc(NC(=O)CCC(=O)N(CC(=O)NC(C)(C)C)C2CCCC2)c1
-0.334	COc1cccc2c1C(=O)O/C2=C/c1ccc2c(c1)OCO2
0.224	NC(=O)CC[C@@H]1NC(=O)[C@@H]2CCCN2C(=O)c2cc([N+](=O)[O-])cc(F)c2NCCC[C@@H](C(N)=O)NC1=O
0.747	CCOc1cccc(-c2nnc(SCC(=O)Nc3cc(OC)cc(OC)c3)n2N)c1
0.147	Cc1cccc(OCC(=O)Nc2cc(C)on2)c1
0.0283	COc1ccc2c(c1)c(C(=O)CN1CCN(C(=O)c3ccco3)CC1)c(C)n2C
0.164	CCN(CC)CCCn1c(=S)[nH]c2cc(OC)c(OC)cc2c1=O
-0.752	O=S(=O)(c1ccc(NCCc2c[nH]c3ccccc23)nc1)N1CCOCC1
0.0496	CC(C)C(=O)N1CCc2cc(-c3csc(N)n3)ccc21
-2.05	CSC1CCCCC1(O)CSc1nc2ccccc2o1 (stereo not given)
-1.95	Cc1ccccc1NC(=O)c1cccc(S(=O)(=O)Oc2ccc([N+](=O)[O-])cc2)c1
0.571	Cc1noc(C)c1C(=O)Nc1ccc(Cl)cc1C(F)(F)F
-0.472	O=C(CCC(=O)OCC(=O)c1ccc(Cl)cc1)NC1CCCCC1
0.828	CCC(=O)Nc1nnc(SCCOC)s1
0.322	Cc1nc2ccc(NC(=O)NCCO)cc2s1
0.708	CCOc1ccccc1OCCCCN1CCCC1
-0.0947	CCCC(CCC)C(=O)OC1C[C@H]2CC[C@@H](C1)[N+]2(C)C (stereo not given in full)
-0.524	Cc1cc(S(=O)(=O)Nc2ccc(F)cc2)c(C)s1
1.13	COc1ccccc1NC(=O)CSc1nncn1-c1cccnc1
0.4	CC(C)COC(=O)CCNc1n[nH]c(=O)[nH]c1=O
-3.31	CC(C)c1nc(SCC(=O)N2CCCc3ccccc32)c2c(=O)n(C)c(=O)n(C)c2n1
-0.287	CCCCC(=O)Nc1cc2nn(-c3ccc(OC)cc3)nc2cc1C
-3.93	O=C1C(=O)N(Cc2ccco2)C(c2cccc(Cl)c2)/C1=C(\O)c1ccc2c(c1)OCCO2 (stereo not given)
0.523	O=C(NCCCN1CCOCC1)NC1CCCCC1
-0.177	COc1nc(-c2ccccc2)ccc1-c1noc(C)n1
0.196	COC(=O)C1=C(C)NC(=O)/C1=C\c1ccco1
0.197	O=C(NCC1CCCO1)c1cccc(Br)c1 (stereo not given)
0.91	O=C(Cc1ccccc1)NCC1CCCO1 (stereo not given)
0.202	Nn1c(SCC(=O)N2CCCCC2)nnc1-c1ccncc1
0.0581	O=C(O)COc1c(-c2ccccc2)oc2ccccc2c1=O
-0.36	COc1cccc([C@@H]2Oc3ccc(OC)cc3C(=O)[C@H]2O)c1
-3.29	c1ccc(-n2nnnc2-c2cnc(-c3ccncc3)nc2-c2cccs2)cc1
0.0459	Cc1ccc(-c2cnc(-c3ccncc3)o2)cc1
0.474	Cc1ccc(NCc2nnc(SCC(=O)Nc3cc(C)on3)n2C)cc1

# Remaining list, next part.
Cav32 inh	canonical_smiles
0.221	O=c1cc(CN2CCN(c3ccccc3F)CC2)c2cc3c(cc2o1)CCCC3
-0.0508	C#Cc1ccc([C@H]2C=C(C(=O)OCC=C)O[C@@H](OCCCCO)C2)cc1
-2.61	CSc1nc(Oc2ccc3ccccc3c2)c2ccccc2n1
-2.05	CC1CCc2cc(F)ccc2N1C(=O)C1(C)CC1(Cl)Cl (stereo not given)
0.137	O=[N+]([O-])c1cc(-c2csc(NC(CO)c3nc4ccccc4n3CCOCCO)n2)ccc1Cl (stereo not given)
-1.52	COC(=O)c1ccccc1NC(=O)N1CCN(S(=O)(=O)c2ccc(Cl)cc2)CC1
0.617	Cc1ccc(NC(=O)/C(=C\c2ccc3c(c2)OCO3)NC(=O)c2ccco2)cc1
-0.612	Cc1ccsc1/C=C1/SC(=O)N(CC(=O)N2CCOCC2)C1=O
1.41	COc1cccc(-c2nn(C)c3sc(C(=O)NCc4ccccn4)cc23)c1
0.0335	O=C1C(Cl)=C(N2CCCCC2)C(=O)N1c1ccccc1
-0.278	CC(C)(C)OC(=O)NCCCC[C@H](NC(=O)c1[nH]cnc1C(=O)Nc1ccc(Cl)cc1)C(=O)OC(C)(C)C
-1.72	CC1Cc2ccccc2N1C(=O)CSc1nc2ccccc2n1CC(=O)N1CCOCC1 (stereo not given)
0.475	CC(C)C(NS(=O)(=O)c1cccs1)C(=O)NCCN1CCN(c2ccccc2)CC1 (stereo not given)

# This is a subset; rates above refer to the full screens.
